mIAP act: increases mouse intestinal alkaline phosphatase activity; hit rate 0.24% among 330,000; AID 2805; muIAP, CDP-Star luminescence, 30 min; hits give high values; 1 = vehicle-only enzyme signal, 0 = enzyme-free wells; activation factor at 10 µM;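 active = activation factor of at least 2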; note: the source names both 10 and 20 µM as test concentration; values of inactives mirror those of a sister screen read the other way
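also added = chemiluminescent substrate CDP-Star | test system = mouse IAP enzyme | signal = chemiluminescence readout | compound = DMSO-dissolved test compounds | incubation = 30 min at room temperature | benchmarks = DMSO wells, no-enzyme wells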
MIN6 prolif: MIN6 beta-cell proliferation induction | MIN6 cells proliferation, ATPlite luminescence, 48 h; cells starved in 0.2% serum; 100% = growth in 10% serum | proliferation, % at 10 µM | hit rate 0.29% among 330,000 | AID 2380;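 active = compounds whose signal lies at least 3.5 SD above the mean of all wells on their plate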;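 note: 0% = DMSO-treated cells in low-serum medium and 100% = 10% serum control; some compounds called inactive have numbers as strong as hits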
hIAP act: human IAP activation; P09923; hit rate 0.16% among 330,000; purified human IAP, CDP-Star luminescence, 30 min; hits give high values; 1 = vehicle-only enzyme, 0 = enzyme-free background; activation factor at 10 µM;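 active = activation factor of the enzyme at least 2-fold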; note: the source names both 10 and 20 µM as test concentration; values of inactives mirror those of a sister screen read the other way
Target sequence (P09923 whole entry, looked up): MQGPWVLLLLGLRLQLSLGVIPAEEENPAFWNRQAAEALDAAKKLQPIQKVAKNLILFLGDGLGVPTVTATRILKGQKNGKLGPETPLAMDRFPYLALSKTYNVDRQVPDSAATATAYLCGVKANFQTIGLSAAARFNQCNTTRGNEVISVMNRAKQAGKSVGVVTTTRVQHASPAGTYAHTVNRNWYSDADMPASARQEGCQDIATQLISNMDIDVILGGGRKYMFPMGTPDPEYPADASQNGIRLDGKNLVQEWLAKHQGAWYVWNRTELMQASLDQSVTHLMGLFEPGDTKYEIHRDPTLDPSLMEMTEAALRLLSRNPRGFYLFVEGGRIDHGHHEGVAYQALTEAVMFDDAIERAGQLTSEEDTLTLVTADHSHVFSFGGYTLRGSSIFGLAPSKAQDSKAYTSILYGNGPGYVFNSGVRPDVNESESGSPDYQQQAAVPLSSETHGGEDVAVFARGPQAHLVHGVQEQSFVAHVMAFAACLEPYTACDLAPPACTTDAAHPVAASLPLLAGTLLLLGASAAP
hIAP block: human IAP inhibition. P09923. purified IAP, CDP-Star luminescence, 30 min. inhibition, % at 10 µM. hit rate 0.12% among 330,000. AID 2544;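 active = inhibition reaching a set limit with compound at 10 µM in the primary screen, cut at about 35% in these data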;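 note: plate controls were DMSO wells with enzyme for no effect and no-enzyme buffer wells for full effect; values of inactives mirror those of a sister screen read the other way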
ATG4B inhibitor: ATG4B (human) cysteine protease inhibition; inhibition, % at 8.33 µM; Q9Y4P1; AID 504462; ATG4B cleavage of LC3-PLA2, NBD-HPC fluorescence, 1 h; hit rate 0.51% among 340,000; in the data active = inhibition above about 40%
mIAP block: blocks mouse intestinal alkaline phosphatase | AID 2806 | purified mouse IAP, CDP-Star luminescence, 30 min | hit rate 0.2% among 330,000 | inhibition, % at 10 µM;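 active = inhibition of at least 40% at 10 µM in the primary screen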;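 note: plate controls were DMSO with enzyme for no effect and no enzyme wells for full effect; values of inactives mirror those of a sister screen read the other way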
APOBEC3A inh: human APOBEC3A DNA deaminase inhibition | P31941 | recombinant A3A, FAM/TAMRA ssDNA deamination fluorescence | inhibition, % at 20 µM | hit rate 0.41% among 330,000;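 active = at least 40% inhibition at 20 µM here, with at most 30% in a related deaminase screen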;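 note: plate controls were A3A with DMSO for no effect and wells lacking A3A enzyme for full effect; some results filed as inactive read as strong as hits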
Target sequence (P31941 whole entry, looked up): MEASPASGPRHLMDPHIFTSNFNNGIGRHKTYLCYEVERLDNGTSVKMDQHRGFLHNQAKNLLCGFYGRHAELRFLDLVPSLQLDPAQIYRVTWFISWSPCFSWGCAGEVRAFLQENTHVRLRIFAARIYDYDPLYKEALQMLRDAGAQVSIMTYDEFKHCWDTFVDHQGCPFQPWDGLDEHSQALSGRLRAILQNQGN
MPTP block: permeability transition pore inhibition | inhibition, % at 10 µM | hit rate 1.4% among 360,000 | isolated mouse mitochondria, Ca2+ swelling absorbance, 30 min;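 active = inhibition of 50% or more, scaled per plate between neutral and stimulator controls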;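 note: 0% = DMSO wells given calcium and 100% = 1 mM EGTA wells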
A3G deaminase: blocks human APOBEC3G single-stranded DNA deamination. Q9HC16. recombinant A3G, ssDNA deamination FAM/TAMRA fluorescence. inhibition, % at 20 µM. hit rate 0.28% among 330,000. AID 493012;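 active = inhibition of at least 40% at 20 µM, with no more than 30% in the related APOBEC3A deaminase screen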;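 note: plate controls were DMSO wells with A3G for no effect and wells lacking A3G enzyme for full effect; some compounds called inactive have numbers as strong as hits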
Starred values were filed as active, the others as inactive.

SMILES	mIAP act	MIN6 prolif	hIAP act	hIAP block	ATG4B inhibitor	mIAP block	APOBEC3A inh	MPTP block	A3G deaminase
CCO/N=C(\C)c1c(O)c2ccccc2n(C)c1=O	1	0	1.1	-10	-4	-2	4	0.1	-3
O=C(NCc1ccccc1)N1CCCC1	0.99	-3	1.1	-11	3	0	1	0.1	-5
Cc1ccn2c(C(=O)CSc3ccccc3Cl)c(C)nc2c1	0.9	-1	1.1	-11	6	10	-2	-0.7	-6
Cc1ccccc1C(=O)NNC(=O)c1cccc(Br)c1	0.98	-3	0.92	8	-3	2	-2	-0.1	-3
CN(Cc1ccccc1)c1nc2c(c(=O)n(C)c(=O)n2C)n1CCSc1ncccn1	1.2	2	0.96	4	-10	-16	-4	-2.4	-16
Cc1onc(-c2ccccc2)c1C(=O)N(Cc1ccccn1)Cc1ccccn1	1	-3	1.8	-78	3	0	2	-2.0	3
CCOC(=O)c1sc(NS(=O)(=O)c2ccc(F)cc2)nc1C	1.1	-1	1.2	-15	-2	-8	-1	3.0	-4
C[C@H](NS(=O)(=O)c1c(Cl)cccc1Cl)C(=O)NNC(=O)COc1ccccc1F	0.7	1	1.7	-67	-4	30	-2	-0.1	-7
COc1cccc(/C=N/NC(=O)c2ccc(-n3cnnn3)cc2)c1	0.96	0	1.1	-10	-2	4	0	-0.9	-8
C/C(=N\O)C(C)(C)NC(=O)Nc1ccc(Cl)cc1	1.2	-1	0.93	7	1	-16	1	0.4	1
CCc1nnc(NC(=O)c2cc(C)oc2C)s1	0.93	-2	1.1	-12	1	8	2	-1.4	-2
COC(=O)C1=C(CSc2nc3c(cc2C#N)CN(C)CC3)OC(N)=C(C#N)C1c1ccccc1F (configuration not stated)	0.98	-3	1	-4	-3	2	2	3.9	2
CC(=O)N(CCCN(C)C)c1nc2ccc(C)cc2s1	1	2	1	-1	4	-3	2	0.4	-5
Cc1nn(C)c(C)c1S(=O)(=O)N1CCCC(C(=O)N2CCN(c3ccc(Cl)cc3)CC2)C1 (configuration not stated)	1	1	1.1	-15	-13	-1	0	-1.4	-2
CCOc1cc(C(c2c(O)nc(SC)[nH]c2=O)c2c(O)nc(SC)[nH]c2=O)ccc1O	0.97	0	0.98	2	3	3	3	5.6	-4
CCc1nnc(NS(=O)(=O)c2ccc(NS(=O)(=O)c3ccccc3)cc2)s1	1	-3	0.95	5	17	-4	2	-0.4	1
Cc1ccccc1N1C(=O)CC(Nc2ccc3c(c2)OCO3)C1=O (configuration not stated)	1	-3	1	-1	-4	-1	1	0.2	3
COCCN(C(=O)COC(=O)c1ccco1)c1c(N)n(Cc2ccccc2)c(=O)[nH]c1=O	0.92	-1	0.98	2	2	8	-1	-2.6	-8
COc1ccc(CC(=O)Nc2ccc(S(=O)(=O)N(C)C3CCN(C)CC3)cc2)cc1	1	-2	0.92	8	-7	-4	10	-0.8	-2
COc1ccc(-c2cnnn2-c2ccc(NC(=O)c3ccc(S(=O)(=O)N4CCCCC4)cc3)cc2)cc1	0.89	-3	0.88	12	-20	11	5	4.2	-3
COc1ccc(C(C(=O)Nc2ccc3c(c2)OCO3)N(C)C(=O)Cc2c[nH]c3ccccc23)cc1 (configuration not stated)	1	-3	0.96	4	11	-5	-3	-2.4	-7
Cc1ccc(C(=O)NCCSC(C)(C)C)cc1[N+](=O)[O-]	0.97	-1	0.95	5	-6	3	2	0.8	-2
COCCN1Cc2cccc(C(=O)NCCc3ccccc3)c2C1=O	0.94	5	0.96	4	2	6	2	0.3	1
Cc1nnc(NC(=O)CSc2nc(CC(C)C)nc3c2c(=O)n(C)c(=O)n3C)s1	1.1	-4	0.95	5	-1	-8	-1	-1.2	-5
CCCSc1nc(NCc2ccco2)c2c3c(sc2n1)COC(C)(CC)C3 (configuration not stated)	1	-6	0.92	8	-5	-3	3	13	-2
O=C(Nc1cccc(NC(=O)c2cccnc2)c1)c1cccnc1	1	-2	0.99	1	0	-5	2	0.1	-5
CCCCC(CC)CNC(=O)C1CC=CCC1C(=O)O (configuration not stated)	1.1	0	0.86	14	6	-6	2	0.5	-6
COc1ccc(N2CCN(C(=O)CSc3nnc4c(C)cc5c(C)cc(C)cc5n34)CC2)cc1	0.95	-5	0.86	14	-12	5	-2	3.9	-4
COC(=O)c1ccc(COc2ccccc2/C=C(\C#N)C(=O)Nc2c(C)cccc2C)cc1	0.91	0	0.87	13	2	10	-2	-3.8	-7
C=CCn1c(SCc2nc3ccccc3c(=O)[nH]2)nc2ccccc2c1=O	0.97	-2	1.2	-20	1	2	0	0.4	-4

3 entries already listed, sorted by number of heavy atoms, ascending:
SMILES	mIAP act	MIN6 prolif	hIAP act	hIAP block	ATG4B inhibitor	mIAP block	APOBEC3A inh	MPTP block	A3G deaminase
CC(=O)N(CCCN(C)C)c1nc2ccc(C)cc2s1	1	2	1	-1	4	-3	2	0.4	-5
COCCN(C(=O)COC(=O)c1ccco1)c1c(N)n(Cc2ccccc2)c(=O)[nH]c1=O	0.92	-1	0.98	2	2	8	-1	-2.6	-8
COC(=O)c1ccc(COc2ccccc2/C=C(\C#N)C(=O)Nc2c(C)cccc2C)cc1	0.91	0	0.87	13	2	10	-2	-3.8	-7

The main list resumes, starting six compounds before the break.
SMILES	mIAP act	MIN6 prolif	hIAP act	hIAP block	ATG4B inhibitor	mIAP block	APOBEC3A inh	MPTP block	A3G deaminase
CCCSc1nc(NCc2ccco2)c2c3c(sc2n1)COC(C)(CC)C3 (configuration not stated)	1	-6	0.92	8	-5	-3	3	13	-2
O=C(Nc1cccc(NC(=O)c2cccnc2)c1)c1cccnc1	1	-2	0.99	1	0	-5	2	0.1	-5
CCCCC(CC)CNC(=O)C1CC=CCC1C(=O)O (configuration not stated)	1.1	0	0.86	14	6	-6	2	0.5	-6
COc1ccc(N2CCN(C(=O)CSc3nnc4c(C)cc5c(C)cc(C)cc5n34)CC2)cc1	0.95	-5	0.86	14	-12	5	-2	3.9	-4
COC(=O)c1ccc(COc2ccccc2/C=C(\C#N)C(=O)Nc2c(C)cccc2C)cc1	0.91	0	0.87	13	2	10	-2	-3.8	-7
C=CCn1c(SCc2nc3ccccc3c(=O)[nH]2)nc2ccccc2c1=O	0.97	-2	1.2	-20	1	2	0	0.4	-4
Cc1ccc(C)c(NC(=S)NC(NC(=O)Cc2cccc3ccccc23)C(Cl)(Cl)Cl)c1 (configuration not stated)	1.1	-4	0.9	10	5	-7	-2	20	0
Cc1cc(O)c(C(C)C)cc1NC(=O)c1ccc(Cl)cc1	1	2	0.89	11	2	-2	-6	2.0	-9
N#CNC(=Nc1cccc(C(F)(F)F)c1)SCc1ccc(C(=O)O)cc1	1	-3	0.95	5	-1	-4	0	0.6	-2
COc1ccc(N(Cc2ccccc2)S(=O)(=O)c2cccc(C(=O)NCC3CCCO3)c2)cc1 (configuration not stated)	1.1	-2	1	-5	-3	-7	-2	-0.3	-2
CC1=NN(C(=O)c2ccc(Cn3cc(Br)c([N+](=O)[O-])n3)o2)C(O)(C(F)(F)F)C1 (configuration not stated)	1.1	-2	0.88	12	6	-11	2	0.2	-9
COCc1cc(C)nc(OCC(=O)N/N=C/c2ccc(OC)c(OC)c2)c1C#N	0.95	-1	1.1	-7	-3	5	-2	-0.4	-5
CN(C)C=NC(=O)c1cc(C(=O)c2ccc(F)cc2)c[nH]1	1.1	0	1.2	-15	15	-10	1	1.3	-4
C/C(=N\NC(=O)C1(C)CC1(Br)Br)c1ccc(C)cc1C (configuration not stated)	0.98	2	0.97	2	2	2	4	-2.4	0
CCOc1ccccc1CNn1cnnc1	0.94	-1	1.1	-8	-3	6	-3	2.8	-5
Nc1cccc(S(=O)(=O)Nc2ccc(Br)cc2)c1	1.1	-1	0.9	10	-5	-13	-4	1.0	-5
CSc1nc2n(n1)C(c1cc(Br)ccc1F)C(C(=O)N(C)C)=C(C)N2 (configuration not stated)	0.95	-1	0.94	6	-8	5	-1	3.3	-1
Cc1ccc2nc3c(cc(C(=O)NCCc4ccccc4)c(=N)n3CCN3CCOCC3)c(=O)n2c1	1.1	-2	1.1	-12	-20	-10	-1	-1.1	-2
CCOc1cnc(-c2c(-c3c(Cl)cccc3Cl)noc2C)o1	0.99	-3	0.86	14	-2	1	-1	-2.0	-3
O=C(NCCc1ccccc1)c1ccnc(/C=N/O)c1	1	-2	0.86	14	-7	-3	-6	-1.0	-14
CCCC/C(C)=N\NC(=O)CNS(=O)(=O)c1ccc([N+](=O)[O-])cc1	0.87	-1	1	-2	-7	13	-2	1.4	-7
O=C(C[C@H]1C/C=C\CCC(=O)OC[C@H]2CCCN2C1=O)NCCO	0.91	-2	0.98	2	-3	9	1	-3.6	-2
COc1ccc(S(=O)(=O)NC2CC(=O)N(c3ccc(C)c(C)c3)C2)cc1C (configuration not stated)	1	-4	1.1	-10	3	0	4	2.6	-1
O=C(Nc1ccc(Nc2ccccc2)cc1)c1cccc(F)c1	1	-2	0.9	10	-2	0	-3	3.6	1
O=C(CSc1nc2ccccc2n1Cc1ccc(Cl)cc1)N/N=C/c1ccccc1C(=O)O	0.88	-3	0.96	4	8	12	-9	-2.0	-18
O=C(CSC1=Nc2ccccc2C2=NC(CC(=O)NC3CCCCC3)C(=O)N12)NCc1ccco1 (configuration not stated)	0.98	-1	1	-1	0	2	-3	0.2	-3
CN1CCN(C2OC(=O)c3ccccc32)CC1 (configuration not stated)	1.1	0	1.1	-10	-3	-7	0	-0.6	1
Cc1cc(C)n(Cc2cccc(F)c2)c(=O)c1C#N	0.94	-1	0.84	16	-7	6	-1	-2.2	-7
CCCS(=O)(=O)c1nc(S(=O)(=O)c2ccc(C)cc2)c(NCc2ccc3c(c2)OCO3)s1	0.97	-2	0.85	15	12	3	-1	0.6	-13
Cc1cc(NC(=O)C(C)SCC(=O)OC(C)C(=O)Nc2cccc(C#N)c2)no1 (configuration not stated)	0.98	0	1.2	-16	5	2	12	-0.8	-5
CC(NC(=O)Nc1ccc(F)cc1)c1ccc2c(c1)OCO2 (configuration not stated)	1.3	-2	0.9	10	-8	-28	3	-0.8	0
CN(CC(=O)Nc1cccc(S(=O)(=O)NC2=NCCC2)c1)Cc1ccccc1Cl	1.1	-2	1.1	-14	5	-11	-3	0.5	-2

Screens (PubChem BioAssay)
